# SENP8 block: inhibitors of human SENP8 protease; Q96LD8; purified SENP8, Z-RLRGG-aminoluciferin cleavage, luminescence; inhibition, % at 10 µM; 330,000 tested, 1.2% active
# EBI2 block: blocks human EBI2 receptor beta-arrestin signaling | P32249 | EBI2 beta-arrestin recruitment, luminescence, 7a,25-OHC stimulated | inhibition, % at 5 µM | 360,000 tested, 0.81% active; in the data active = inhibition above about 38%;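 also: enzyme fragment complementation signal reports receptor beta-arrestin coupling in cells; 0% = agonist plus DMSO wells and 100% = wells without agonist; some results beyond the cut were filed as inactive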
# Target sequence (P32249 whole entry, looked up, the tested form may be a part): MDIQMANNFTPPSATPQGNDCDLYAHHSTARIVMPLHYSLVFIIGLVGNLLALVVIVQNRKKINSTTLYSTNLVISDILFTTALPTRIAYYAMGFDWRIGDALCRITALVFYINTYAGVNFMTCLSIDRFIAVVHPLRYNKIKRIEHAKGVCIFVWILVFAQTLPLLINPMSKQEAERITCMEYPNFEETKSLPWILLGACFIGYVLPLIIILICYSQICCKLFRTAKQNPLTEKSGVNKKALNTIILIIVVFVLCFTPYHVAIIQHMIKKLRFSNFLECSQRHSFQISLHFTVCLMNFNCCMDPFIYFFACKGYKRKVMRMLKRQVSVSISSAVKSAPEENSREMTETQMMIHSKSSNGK
# Apaf1 inhib: blocks human Apaf-1 apoptosome activity; reconstituted apoptosome caspase-3 activity, DEVD-Rh110 fluorescence; O14727; AID 489030; 330,000 tested, 0.71% active; inhibition, % at 20 µM; active = inhibition of at least 40% at 20 µM;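 also: plate controls were DMSO wells for no effect and DEVD-CHO caspase inhibitor wells for full effect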
#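 System: reconstituted apoptosome with Apaf-1, cytochrome c, caspase-9, procaspase-3, dATP; Signal: Rh110 fluorescence intensity; Schedule: 30 min compound preincubation, 50 min activation, room temperature; Reagent: cytochrome c trigger plus (Z-DEVD)2-Rh110 caspase-3 substrate.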
# Jurkat NFkB inh: inhibitors of the PMA/ionomycin-induced NF-kB reporter in Jurkat cells; PMA/ionomycin-induced NF-kB luciferase reporter, luminescence; inhibition, % at 4 µM; 330,000 tested, 0.53% active
# Gli-Sufu antag: antagonists of Gli-Sufu signaling. 340,000 tested, 0.74% active. Sufu-KO-LIGHT fibroblasts, Gli luciferase reporter luminescence. inhibition, % at 5 µM. AID 588413;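 active = inhibition above about 55%, limit read from the data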;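 also: 0% = DMSO-treated cells and 100% = wells with medium but no cells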
# UBC13 polyUb: inhibitors of human UBC13 polyubiquitin chain formation; inhibition, % at 20 µM; P61088; AID 485273; TR-FRET; 330,000 tested, 0.47% active; in the data active = inhibition above about 45%, passing the limit was not always enough; inconclusive = no clear call, values can overlap the other calls
# Target sequence (P61088 whole entry, looked up): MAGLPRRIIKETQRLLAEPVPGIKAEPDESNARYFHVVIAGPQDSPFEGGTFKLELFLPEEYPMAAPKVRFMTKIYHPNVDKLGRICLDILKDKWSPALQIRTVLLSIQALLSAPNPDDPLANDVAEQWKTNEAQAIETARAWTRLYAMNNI
# 697 NFkB inh: inhibitors of the PMA/ionomycin-induced NF-kB reporter in 697 B cells. 697 B-cell NF-kB luciferase reporter, 16 h. inhibition, % at 4 µM. 330,000 tested, 0.33% active; in the data active = inhibition above about 35%
# CCR6 antag: blocks CCL20-driven beta-arrestin recruitment at human CCR6; P51684; CHO-K1 CCR6 PathHunter beta-arrestin, luminescence, CCL20-stimulated; inhibition, % at 20 µM; 340,000 tested, 0.49% active;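 active = compounds whose inhibition of the agonist-driven luminescence signal at 20 µM reaches about 50%, limit read from the data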;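 also: cells stimulated with CCL20 at 14 nM final; plate controls were DMSO with CCL20 for no effect and DMSO without agonist for full effect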
# Target sequence (P51684 whole entry, looked up): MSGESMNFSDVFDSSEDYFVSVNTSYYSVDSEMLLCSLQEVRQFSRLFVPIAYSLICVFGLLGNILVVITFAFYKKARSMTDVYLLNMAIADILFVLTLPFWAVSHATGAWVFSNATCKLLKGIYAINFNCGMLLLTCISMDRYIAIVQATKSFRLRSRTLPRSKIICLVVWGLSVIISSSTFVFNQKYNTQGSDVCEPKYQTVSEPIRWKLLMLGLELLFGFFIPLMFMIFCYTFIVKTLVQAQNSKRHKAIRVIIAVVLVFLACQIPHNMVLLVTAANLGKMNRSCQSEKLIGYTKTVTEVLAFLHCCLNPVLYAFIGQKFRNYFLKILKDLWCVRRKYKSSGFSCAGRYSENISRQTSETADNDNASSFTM
# Starred values were filed as active, the others as inactive; u = inconclusive; x = not tested or not shown. Rule as the data show it, unless noted: active = inhibition above about 50%; inactive = the rest. Some of the compounds tested; count on the stated rates, not on these rows.
SMILES,SENP8 block,EBI2 block,Apaf1 inhib,Jurkat NFkB inh,Gli-Sufu antag,UBC13 polyUb,697 NFkB inh,CCR6 antag
CCOc1c(C)cnc2c1c(=O)n(Cc1ccc(Cl)cc1)c(=O)n2C,0.1,8.3,16.3,0.6,-10.2,7.9,-20.2,19.7
Cc1nc2ccc([N+](=O)[O-])cc2c(=O)n1Cc1ccc(F)cc1,-2.4,7.4,5.3,6.6,-27.6,-2.4,6.8,5.5
O=C(CC1SC(N2CCCCC2)=NC1=O)Nc1ccc(C(=O)Nc2ccccc2)cc1 (stereo unspecified),14.4,4.6,10.9,4.8,-3.8,1.0,18.7,15.7
Cn1cccc1Cc1nnc(SCC(=O)Nc2cccc(F)c2)n1-c1ccc(F)cc1,-9.2,2.7,8.0,5.5,34.5,-2.8,16.3,-1.6
CC(OC(=O)C1CCN(S(=O)(=O)c2ccc(Cl)cc2)CC1)C(=O)N1CCc2ccccc21 (stereo unspecified),-4.9,26.1,15.3,-14.4,3.0,7.5,22.4,-22.7
Cc1oc(C(C)(C)C)cc1C(=O)N1CCN(c2ncccc2C(F)(F)F)CC1,0.4,13.9,19.6,6.6,14.2,-6.0,-6.2,0.4
NNC(=O)c1cccn(Cc2ccc(Cl)cc2Cl)c1=O,-1.8,-6.6,7.5,-0.4,7.4,2.3,-7.7,18.4
CCN1CCCC1CN(Cc1cc2cc(OC)ccc2[nH]c1=O)C(=O)NCc1ccccc1 (stereo unspecified),12.7,-7.0,2.0,4.3,9.3,6.4,-11.9,6.7
COc1ccc(-c2nc(CCNS(=O)(=O)c3ccc4c(c3)OCCO4)cs2)cc1,2.0,-5.4,15.0,3.6,-0.4,4.5,-9.5,9.6
CCCn1c(N)c(N(CCOC)C(=O)c2cc(S(=O)(=O)N3CCCCCC3)ccc2OC)c(=O)[nH]c1=O,-4.6,-4.3,-13.6,-1.1,-17.9,5.8,-2.5,-2.0
O=C(CSc1nc2ccc(Nc3nc(N4CCOCC4)nc(N4CCOCC4)n3)cc2s1)NCc1ccco1,1.3,7.3,13.9,7.3,29.6,-0.6,-1.8,14.2
Cc1ccc(S(=O)(=O)Nc2ccc(C(=O)OCC(=O)N(CCC#N)c3ccccc3)cc2)cc1C,-18.7,8.7,10.3,-4.3,33.0,u,1.1,8.7
Cc1nc(SCC(=O)Nc2cc(C(N)=O)cc(C(N)=O)c2)c2c(C)c(C)sc2n1,-3.1,4.3,6.2,0.7,0.2,30.4,12.5,13.0
COC(=O)c1sccc1NC(=O)c1ccc(C(C)C)cc1,6.9,8.2,22.5,-2.8,-46.5,10.2,-24.4,17.7
Cc1cccc(Oc2ncnc(N)c2[N+](=O)[O-])c1C,-4.5,0.0,-3.6,7.1,-1.5,3.5,-18.9,2.3

# The last three records of the section before come first, to join the parts.
SMILES,SENP8 block,EBI2 block,Apaf1 inhib,Jurkat NFkB inh,Gli-Sufu antag,UBC13 polyUb,697 NFkB inh,CCR6 antag
Cc1nc(SCC(=O)Nc2cc(C(N)=O)cc(C(N)=O)c2)c2c(C)c(C)sc2n1,-3.1,4.3,6.2,0.7,0.2,30.4,12.5,13.0
COC(=O)c1sccc1NC(=O)c1ccc(C(C)C)cc1,6.9,8.2,22.5,-2.8,-46.5,10.2,-24.4,17.7
Cc1cccc(Oc2ncnc(N)c2[N+](=O)[O-])c1C,-4.5,0.0,-3.6,7.1,-1.5,3.5,-18.9,2.3
Cc1cccc(C(=O)NCC(=O)OCC(=O)c2cc(C)n(CC3CCCO3)c2C)c1 (stereo unspecified),5.3,3.5,-1.5,-1.7,-6.2,5.7,6.4,8.9
O=C(COc1ccc([N+](=O)[O-])cc1)NCc1cccnc1,-2.3,-2.4,-3.5,3.0,-4.7,4.5,-13.8,-23.2
O=C(NC1CC1)c1ccc(S(=O)(=O)NC2CCCCCC2)cc1,-2.4,-8.0,6.7,10.9,12.2,0.2,-6.0,3.6
CCOc1ccc(NC(=O)NNC(=O)c2cccnc2)cc1,-0.8,4.0,6.3,-2.2,-3.5,-7.1,14.3,-3.0
O=C(CCS(=O)(=O)c1ccc(Br)s1)NCc1cccs1,-6.0,-6.4,-1.6,-18.0,-4.9,-0.4,-9.0,-9.2
N#Cc1ccccc1OCC(=O)N1N=C(c2cccs2)CC1c1ccco1 (stereo unspecified),-6.8,21.1,11.3,6.5,-8.1,0.1,-43.8,11.2
COc1cc(/C=C/C(=O)NC(C)C2CC3CCC2C3)cc(OC)c1OC (stereo unspecified),-0.1,9.1,11.9,22.1,-15.0,10.6,21.9,-6.1
Nc1nncn1C(=O)c1c(Cl)cccc1Cl,4.3,6.6,-17.9,1.0,-6.1,6.4,17.2,3.7
CCN1CCN(CCNC(=O)c2cn(Cc3ccccc3F)nn2)CC1,-3.3,-4.2,11.1,-3.4,-15.0,-11.1,-25.8,-5.5
CN(Cc1ccccc1)c1ccc(N2C(=O)CCC2=O)cc1[N+](=O)[O-],0.3,-2.0,0.6,-8.5,-2.9,-14.0,2.7,9.5
O=C(CN(C1CCCCC1)S(=O)(=O)c1ccc(F)cc1)NCc1ccncc1,2.2,1.0,9.0,2.2,10.1,1.1,22.1,11.5
O=C(O)c1ccc2c(=O)n3c(nc2c1)/C(=C/c1ccccc1C(F)(F)F)CCCC3,3.1,-7.9,-3.7,34.1,4.3,-9.2,-50.3,-1.9
N#Cc1ccccc1S(=O)(=O)N1CCN(C(=O)C2CCCC2)CC1,-5.4,-2.3,1.2,-2.9,6.0,-1.0,7.3,5.0
COCCn1c(N)c(N(Cc2ccccc2)C(=O)C2CCCCC2)c(=O)[nH]c1=O,0.7,7.1,-13.7,-7.4,19.3,-2.6,-2.3,9.2
CCOC(=O)C1=C(C)N(C[C@@H]2CC[C@@H](Cc3ccc(-c4ccccc4)cc3)O2)C(=O)NC1c1ccc(C(F)(F)F)cc1 (stereo partly specified),x,4.1,30.2,x,-9.7,x,4.5,20.8

# An excerpt from the list above, for reference:
SMILES,SENP8 block,EBI2 block,Apaf1 inhib,Jurkat NFkB inh,Gli-Sufu antag,UBC13 polyUb,697 NFkB inh,CCR6 antag
N#Cc1ccccc1S(=O)(=O)N1CCN(C(=O)C2CCCC2)CC1,-5.4,-2.3,1.2,-2.9,6.0,-1.0,7.3,5.0
COCCn1c(N)c(N(Cc2ccccc2)C(=O)C2CCCCC2)c(=O)[nH]c1=O,0.7,7.1,-13.7,-7.4,19.3,-2.6,-2.3,9.2
CCOC(=O)C1=C(C)N(C[C@@H]2CC[C@@H](Cc3ccc(-c4ccccc4)cc3)O2)C(=O)NC1c1ccc(C(F)(F)F)cc1 (stereo partly specified),x,4.1,30.2,x,-9.7,x,4.5,20.8

# Additional structures follow:
SMILES,SENP8 block,EBI2 block,Apaf1 inhib,Jurkat NFkB inh,Gli-Sufu antag,UBC13 polyUb,697 NFkB inh,CCR6 antag
COc1ccc(NC(=O)C2CCCN(S(C)(=O)=O)C2)cc1Cl (stereo unspecified),-4.9,-1.7,-0.3,-14.0,4.4,-3.0,-1.4,-1.9
COc1ccc([N+](=O)[O-])cc1NC(=O)C1CCCN1S(=O)(=O)c1cccs1 (stereo unspecified),0.0,5.1,6.6,18.1,-0.1,-3.2,-1.5,15.8
O=C(OCCCN=C1NS(=O)(=O)c2ccccc21)c1cccs1,3.6,-8.1,1.1,3.5,0.7,2.6,15.7,-8.4
COc1ccc(-c2nc(CCNC(=O)c3cccs3)cs2)cc1,6.2,4.8,8.6,17.1,-8.1,4.8,-25.7,-1.2
CC(C)(C)NC(=O)C1c2ccccc2Oc2ccccc21,-7.0,6.3,-4.6,-1.3,0.6,8.4,-2.8,11.5
COCn1c(-c2ccccc2)nc2ccccc21,1.3,-2.8,-7.3,-4.9,-2.7,9.6,16.7,11.5
CCC(C)(C)NC(=O)CN(Cc1ccccc1Cl)C(=O)CCC(=O)Nc1cc(C)ccn1,-0.4,-2.0,8.6,3.0,4.7,-5.2,19.2,26.2
CCN(CC)c1ccc(/C=N/NC(=O)Nc2ccccc2)cc1,-8.8,39.7*,28.4,-42.1,-83.2,8.4,-61.5,-0.2
CCN1C(=O)c2cccc3c(S(=O)(=O)NCCc4c[nH]c5ccccc45)ccc1c23,-3.8,11.4,14.8,-7.0,6.5,-15.4,9.1,-0.9
COc1ccc(/C=C/C(=O)Nc2ccc(-c3nnc4n3CCCCC4)cc2)c(OC)c1,-6.8,-8.5,12.8,-15.4,9.1,-12.1,11.8,1.6
Cc1c(C(=O)OCC(=O)NC2CCCCC2)oc2ccccc12,-1.1,-5.3,-0.1,-4.5,-6.4,-0.2,3.7,15.2
C=CCOc1ccccc1CNc1ccc2c(c1)OCCO2,19.0,8.9,-0.9,-102.4,39.6,8.7,-246.3,9.5
Cc1nc(CCNC(=O)Cc2ccc(F)cc2)cs1,-13.9,-3.0,6.1,3.1,10.6,-6.2,4.9,-2.8
Cc1ccc(C(=O)N[C@H](C(=O)OCC(=O)NC2CCS(=O)(=O)C2)C(C)C)cc1 (stereo partly specified),-7.1,-15.6,-1.3,-3.2,2.4,-6.8,-0.4,-8.1
CCN(CC(=O)NCc1ccc(F)cc1)C(=O)c1ccc(Cl)cc1,-1.9,9.2,2.8,-3.7,11.0,6.4,4.4,2.9
CC(=O)Nc1ccc(OC(F)(F)Cl)cc1,-0.3,5.8,-0.5,-11.8,-3.7,0.8,1.3,6.0
CCOc1ccc(N2C(=O)Nc3ccccc3C2(O)C(=O)NCc2ccc(C)cc2)cc1 (stereo unspecified),-1.6,-5.5,-15.4,-4.3,-0.1,-10.5,11.0,-2.6
O=C(c1cnccn1)N1CCc2c([nH]c3ccccc23)C1c1cccc(Cl)c1 (stereo unspecified),-4.7,5.0,8.5,8.9,-1.3,33.7,10.4,15.3
O=C(COCc1cc(-c2ccco2)on1)NC1CCCCC1,-0.2,-7.3,1.4,-0.5,2.9,-7.8,-4.6,0.4
O=C(O)c1cccc(N2C(=O)c3cccc4cccc(c34)C2=O)c1,-11.7,1.8,7.8,-5.9,-2.7,-12.8,4.1,11.7
Cc1cccc(Nc2ccc(C(=O)N3CCOCC3)cn2)c1,-8.0,0.5,12.2,3.1,-17.0,-1.1,-13.6,4.7
N#CC1=C(O)C(c2ccccc2)n2c1nc(=O)c1ccccc12 (stereo unspecified),-1.7,-4.9,12.4,-5.8,6.3,u,-0.1,-18.6
COC(=O)c1ccccc1NC(=O)Cn1nc(C(F)(F)F)c2c1CCC2,4.0,27.0,10.9,1.2,8.7,7.5,17.5,8.8
Nc1ncnc(Nc2ccccn2)c1[N+](=O)[O-],-10.7,-8.0,-3.0,-1.6,-8.1,3.1,-1.1,8.7
CSc1cccc(NC(=S)N2CCC(N(C)C3CCCC3)CC2)c1,-3.3,-10.2,-1.8,-5.3,3.8,-4.3,5.8,9.6
COC(=O)Cc1csc(Nc2ccccc2)n1,-3.8,-5.1,0.5,-19.9,10.5,7.0,-4.9,1.0
O=C(CCn1cnc2ccccc2c1=O)Nc1nc(-c2ccc(Br)cc2)cs1,-1.1,-49.0,6.1,28.2,-0.5,-14.3,-57.3,-0.2
O=C(CCc1nc2ccccc2c(=O)[nH]1)Nc1cc(Cl)ccc1N1CCCCC1,-2.4,5.2,19.7,27.9,18.0,4.0,-14.2,20.0
O=c1ccc(-c2nc3cc(Cl)ccc3n2Cc2ccccc2)c[nH]1,-2.4,4.3,10.9,19.0,2.7,9.1,19.0,19.7
O=C(CCN1CCc2ccccc2C1)Nc1ccc(F)cc1,-1.6,12.2,-1.8,-2.1,5.1,0.2,16.1,12.9
Cc1ccccc1NC(=O)Cc1nc(COC(=O)c2ccc(S(C)(=O)=O)c([N+](=O)[O-])c2)cs1,1.7,32.6,7.8,7.5,-11.6,-7.9,9.9,-0.9
Cc1cc2oc(C(=O)Nc3ccc(S(=O)(=O)Nc4onc(C)c4C)cc3)cc(=O)c2cc1Cl,2.5,6.4,0.8,2.1,2.3,3.3,1.4,13.6
CCCCN1c2cc(C)c(O)cc2C(C(=O)OCC)C1C (stereo unspecified),1.0,x,-11.7,3.8,-0.1,19.4,13.1,-17.4
Cc1nc2ccc(NC(=O)C3CCN(S(=O)(=O)c4cccs4)CC3)cc2s1,0.8,10.2,7.4,0.3,13.5,4.0,17.4,18.9
